Screening results: PubChem BioAssay, National Center for Advancing Translational Sciences (NCATS)
Giardia killer: kills Giardia lamblia. Giardia lamblia trophozoite viability. activity change, % at 7.66 µM, hits read low. AID 540267. actives 0.15% (n = 340,000); in the data active means activity change below about -80%; inconclusive means between about -30% and that limit;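 further: parasites exposed to compound for two days anaerobically before the ATP read; on the % scale 0 is the no-effect control and ±100 the full control effect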
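ATP-content bioluminescence gauges trophozoite survival. Cells (100/well) receive compound and incubate anaerobically for 48 hrs at 37 deg C; detection reagent follows for 15-30 min at room temperature.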
KCNH2 3.1 block: KCNH2 3.1 (human) potassium channel inhibition; AID 720553; U2OS KCNH2 3.1, thallium flux FluxOr; hits give low values; actives 0.95% (n = 340,000); activity change, % (tested at about 1.8 µM);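 active means maximum activity change below -70%; inconclusive means maximum activity change from -70% to -50%; inactive means maximum activity change above -50%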;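 further: thallium influx rate constant from kinetic fluorescence after stimulation buffer; on the % scale 0 is the no-effect control and ±100 the full control effect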
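Normalized rate constant (relative to positive and negative DMSO controls) derived from a 2 min kinetic fluorescence read after stimulation; U2OS cells expressing the 3.1 isoform via virus at 1.77 x 10^8 /mL.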
Coupling enz: inhibits coupling enzyme system, counter-screen for aldolase hits; coupling enzyme system counterscreen, AmpLite Red fluorescence; activity change, negative = inhibition, % at 58.2 µM, hits read low; actives 0.67% (n = 290,000); in the data active means activity change below about -30%; further: on the % scale 0 is the no-effect control and ±100 the full control effect
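Final compound at 57.5 uM, incubated 10 min at RT with coupling enzyme reagent (glyceraldehyde-3-phosphate), then 20 min with substrate and AmpLite Red detection. Fluorescence read at 525/598 nm; tests interference with the coupling assay, not aldolase inhibition.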
NPC1 promoter act: NPC1 promoter activation; actives 2.4% (n = 320,000); AID 485313; Huh7 NPC1 promoter luciferase reporter, 24 h; Potency, µM (series often up to 9.22 µM), for inactives: at the highest dose activation, actives largely listed as activators;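 further: potency means the concentration at half of the fitted maximal effect; % of control where 0% means no effect; nearly all actives have a fitted effect of over 60% in size; reporter is driven by a mutant NPC1 promoter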
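Readout is luciferase luminescence, reflecting NPC1 promoter activation in stably transfected Huh7 cells after 24 h compound exposure at 37 °C in reduced-serum medium with 10% FBS.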
ELG1 genotox: inducers of genotoxicity in HEK293T ELG1-luciferase cells | HEK293T ELG1-luciferase reporter, luminescence, 16 h | Potency, µM (highest dose often 46 µM), for inactives: at the highest dose activity change, positive = activation, most hits filed as activators | actives 1.3% (n = 330,000); further: potency means the concentration at half of the fitted maximal effect; % of control where 0% means no effect; nearly all actives have a fitted effect of over 60% in size
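HEK293T cells expressing luciferase-tagged ELG1 were treated with compound or DMSO for 16 hr at 37°C. Luciferase activity was then read after 30 min with ONE-Glo at room temperature; rising signal flags genetic stress.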
Tb PFK inh: blocks T. brucei phosphofructokinase. O15648. T. brucei PFK, ADP-Glo luminescence. actives 0.17% (n = 330,000). Potency, µM (doses to about 57.5 µM), for inactives: at the highest dose activity, negative = inhibition, usual class: inhibitors. AID 485367;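 further: potency means the concentration at half of the fitted maximal effect; 0% = uninhibited 1x PFK enzyme wells and -100% = no-enzyme wells; nearly all actives have a fitted effect of over 60% in size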
Target sequence (O15648 whole entry, looked up): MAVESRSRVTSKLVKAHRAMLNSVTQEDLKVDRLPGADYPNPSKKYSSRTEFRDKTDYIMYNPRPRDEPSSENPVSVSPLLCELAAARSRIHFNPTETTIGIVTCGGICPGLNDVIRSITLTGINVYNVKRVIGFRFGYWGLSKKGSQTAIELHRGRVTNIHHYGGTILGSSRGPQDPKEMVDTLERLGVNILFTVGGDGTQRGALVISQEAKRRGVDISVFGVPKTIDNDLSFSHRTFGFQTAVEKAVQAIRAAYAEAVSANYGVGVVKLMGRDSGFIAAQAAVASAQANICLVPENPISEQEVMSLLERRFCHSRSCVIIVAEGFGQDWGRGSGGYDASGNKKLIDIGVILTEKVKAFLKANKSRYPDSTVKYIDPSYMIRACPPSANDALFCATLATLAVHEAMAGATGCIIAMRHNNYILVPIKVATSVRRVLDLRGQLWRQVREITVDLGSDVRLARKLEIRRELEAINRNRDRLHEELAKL
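PFK 1.25 nM, F6P 0.5 mM, ATP 0.1 mM, 0.1 M TEA pH 8.0, 5 mM MgCl2, 0.01% Tween20, 0.1% BSA; 45 min RT. ADP-Glo readout. qHTS titration up to 57 uM; curves fitted, compounds curve-classed.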
Gal4-VP16 FLuc: counter-screen for ROR gamma inhibitors: Gal4-VP16 reporter; Drosophila S2 Gal4-VP16 UAS-luciferase, luminescence, 20 h; Potency, µM (highest dose often 53.6 µM), inactives show at the highest dose activity, negative = inhibition, most hits filed as inhibitors; AID 2546; actives 3.5% (n = 310,000);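 further: Gal4-VP16 expression switched on by copper sulfate through the metallothionein promoter; potency means the concentration at half of the fitted maximal effect; on the % scale 0 is the no-effect control and ±100 the full control effect; nearly all actives have a fitted effect of over 50% in size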
uPA generation: blocks generation of uPA at the cell surface; actives 0.31% (n = 330,000); Potency, µM (series often up to 38.3 µM), inactives show top-dose activity change, negative = inhibition, most hits filed as inhibitors; cell surface uPA generation assay, qHTS; active means well fitted inhibition curve with a large enough effect; inconclusive means small, poorly fitted or top-dose-only effect; inactive means no such curve, though single readings can be large or run the other way; tested in mouse RAW 264.7 cells; further: potency means the concentration at half of the fitted maximal effect; on the % scale 0 is the no-effect control and ±100 the full control effect; nearly all actives have a fitted effect of over 55% in size
RORg inh: inhibitors of mouse ROR gamma transcriptional activity | Potency, µM (doses to about 53.6 µM), inactives show top-dose activity change, negative = inhibition, hits mostly inhibitors | AID 2551 | actives 5.4% (n = 310,000) | Drosophila S2 Gal4-RORgamma UAS-luciferase reporter, 20 h; further: potency means the concentration at half of the fitted maximal effect; on the % scale 0 is the no-effect control and ±100 the full control effect; nearly all actives have a fitted effect of over 60% in size
Target sequence (P51450 whole entry, looked up, the tested form may be a part): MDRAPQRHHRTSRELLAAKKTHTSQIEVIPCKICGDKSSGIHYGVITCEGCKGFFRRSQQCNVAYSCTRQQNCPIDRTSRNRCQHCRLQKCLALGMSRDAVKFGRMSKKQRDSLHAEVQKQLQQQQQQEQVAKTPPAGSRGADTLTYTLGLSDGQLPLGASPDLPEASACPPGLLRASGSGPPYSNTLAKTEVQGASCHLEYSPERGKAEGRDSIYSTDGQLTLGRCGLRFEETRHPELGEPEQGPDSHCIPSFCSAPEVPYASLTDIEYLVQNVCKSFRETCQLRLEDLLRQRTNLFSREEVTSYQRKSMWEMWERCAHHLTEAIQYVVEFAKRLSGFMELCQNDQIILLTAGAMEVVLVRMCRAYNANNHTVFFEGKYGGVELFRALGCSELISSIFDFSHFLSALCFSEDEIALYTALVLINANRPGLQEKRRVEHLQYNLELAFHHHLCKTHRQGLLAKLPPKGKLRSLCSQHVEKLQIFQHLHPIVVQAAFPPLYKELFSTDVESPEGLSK
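Schneider cells (Drosophila), stable Gal4 DBD–ROR gamma + UAS-luc; 1 hr cmpd preincubation; Cu2+ induction 700 uM final; 20 hr ambient; luminescence.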
Rab9 prom act: activates the Rab9 promoter | Huh7 Rab9 promoter-luciferase reporter, luminescence, 24 h | Potency, µM (titrated, usually from 9.22 µM), for the others: top-dose activation, negative = inhibition, actives largely listed as activators | actives 2.8% (n = 320,000) | AID 485297; further: potency means the concentration at half of the fitted maximal effect; % of control where 0% means no effect; nearly all actives have a fitted effect of over 60% in size
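Cell-based reporter: Huh7 stable for Rab9 promoter-driven luciferase, plated in reduced-serum medium with 10% FBS at 1500 cells/well, compound-treated 24 h at 37 °C, luminescence read after 10 min reagent.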
FLuc counter: counter-screen for miR-21 project: firefly luciferase inhibitors or activators; purified FLuc, Km substrates, luminescence inhibition; P08659; Potency, µM (highest dose often 57.5 µM), without a hit: at the highest dose activity change, negative = inhibition, hits mostly inhibitors; actives 6.9% (n = 360,000);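 further: potency means the concentration at half of the fitted maximal effect; plate controls were vehicle for no effect and reference inhibitor for full effect; nearly all actives have a fitted effect of over 55% in size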
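Biochemical qHTS of compounds, final roughly 60 µM downward over six points, against 10 nM purified firefly luciferase using Km concentrations of substrates (10 uM D-luciferin, 10 uM ATP) in Tris acetate pH 7.5 buffer; luminescence output.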
The depositor's hits bear a star; & = joins results of further samples. Unless noted, the call rests on the fitted dose curve; in most records, active means well fitted curve in the direction sought with a large enough effect; inconclusive means small, poorly fitted or top-dose-only effect, or another doubt; inactive means no such curve, though single readings can be large; an effect the other way counts as inactive or inconclusive. Compounds as they come; about 14% have a hit in one of these screens.

For Cn1c(SCCOc2ccccc2F)nc2ccccc2c1=O the results were Giardia killer 15, KCNH2 3.1 block 3, Coupling enz 2, NPC1 promoter act 0%, ELG1 genotox -4%, Tb PFK inh -3%, Gal4-VP16 FLuc -5%, uPA generation -1%, RORg inh 42%, Rab9 prom act -1% and FLuc counter -16%.
For Cc1cccc2sc(NC(=O)CN(C)S(=O)(=O)c3cccs3)nc12 the results were Giardia killer 1, KCNH2 3.1 block 7, Coupling enz 4, NPC1 promoter act 16%, ELG1 genotox -6%, Tb PFK inh 4%, Gal4-VP16 FLuc -4%, uPA generation 4%, RORg inh 0%, Rab9 prom act 15% and FLuc counter -11%.
For COc1cccc(-c2nc(NC(C)C)c3ccccc3n2)c1O the results were Giardia killer -3, KCNH2 3.1 block 14, Coupling enz -1, NPC1 promoter act 6%, ELG1 genotox -6%, Tb PFK inh 3%, Gal4-VP16 FLuc inconclusive, uPA generation -9%, RORg inh inconclusive, Rab9 prom act 0% and FLuc counter -18%.
Cc1oc2cc3oc(=O)c(CCC(=O)NCCCC(=O)O)c(C)c3cc2c1C was read as Giardia killer 15, KCNH2 3.1 block 14, Coupling enz 2, NPC1 promoter act -2%, ELG1 genotox 1%, Tb PFK inh -9%, Gal4-VP16 FLuc -16%, uPA generation -21%, RORg inh -2%, Rab9 prom act -2% and FLuc counter inconclusive.
`N=c1nc(-c2ccccc2)ccn1O` gave Giardia killer -2, KCNH2 3.1 block -6, Coupling enz -2, NPC1 promoter act 2%, ELG1 genotox 1%, Tb PFK inh -2%, Gal4-VP16 FLuc -7%, uPA generation 1%, RORg inh -1%, Rab9 prom act 0% and FLuc counter 1%.
CCC1CN(C(=O)N2CCC(C(=O)NCCc3ccc(OC)c(OC)c3)CC2)c2ccccc2O1 (stereo not given) was read as Giardia killer 14, KCNH2 3.1 block 4, NPC1 promoter act -3%, ELG1 genotox -10%, Tb PFK inh -1%, Gal4-VP16 FLuc -3%, uPA generation -1%, RORg inh 1%, Rab9 prom act -3% and FLuc counter 2%&-13%.
Screening CCN(CC)S(=O)(=O)c1ccc(Cl)nc1 returned Giardia killer -16, KCNH2 3.1 block -10, Coupling enz -1, NPC1 promoter act -1%, ELG1 genotox 2%, Tb PFK inh -4%, Gal4-VP16 FLuc 2%, uPA generation 1%, RORg inh 0%, Rab9 prom act 3% and FLuc counter -1%.
Screening CC(=O)N1N=C(c2ccc3ccccc3c2)OC1(C)C returned Giardia killer -12, KCNH2 3.1 block 0, Coupling enz 0, NPC1 promoter act -4%, ELG1 genotox 0%, Tb PFK inh 4%, Gal4-VP16 FLuc 0%, uPA generation -16%, RORg inh 2%, Rab9 prom act -2% and FLuc counter inconclusive.
Screening O=C1N/C(=N/Nc2ccccc2)S/C1=C\c1ccccc1 returned Giardia killer 1, KCNH2 3.1 block 9, Coupling enz 1, NPC1 promoter act 10%, ELG1 genotox 10%, Tb PFK inh 5%, Gal4-VP16 FLuc -24%, uPA generation 2%, RORg inh -42%, Rab9 prom act 10% and FLuc counter 13µM*.
`CC(C)(C)NC(=O)NC(=O)COC(=O)CCC1CCCCC1` gave Giardia killer -3, KCNH2 3.1 block 9, Coupling enz 5, NPC1 promoter act -1%, ELG1 genotox -1%, Tb PFK inh 1%, Gal4-VP16 FLuc -15%, uPA generation 9%, RORg inh -17%, Rab9 prom act -2% and FLuc counter 3%.
C=CCOc1cccc(C2C(C(=O)c3ccc(C)o3)=C(O)C(=O)N2CCN(C)C)c1 (stereo not given) was read as Giardia killer -12, KCNH2 3.1 block 15, Coupling enz 0, NPC1 promoter act 17%, ELG1 genotox 0%, Tb PFK inh -1%, Gal4-VP16 FLuc -1%, uPA generation -2%, RORg inh -16%, Rab9 prom act 3% and FLuc counter 4%.
Screening CCOc1ccc(-c2nc(CSCC(=O)N3CCN(c4cccc(OC)c4)CC3)c(C)o2)cc1 returned Giardia killer -17, KCNH2 3.1 block 0, Coupling enz -4, NPC1 promoter act 2%, ELG1 genotox -9%, Tb PFK inh 3%, Gal4-VP16 FLuc 11µM*, uPA generation -24%, RORg inh 11µM*, Rab9 prom act -8% and FLuc counter 24µM*.
Screening Cc1ccccc1-c1cnn(-c2cccc([N+](=O)[O-])c2)c1N returned Giardia killer 9, KCNH2 3.1 block 12, Coupling enz 2, NPC1 promoter act 3%, ELG1 genotox -1%, Tb PFK inh -1%, Gal4-VP16 FLuc 4%, uPA generation 1%, RORg inh 26%, Rab9 prom act 25% and FLuc counter -20%.
Screening COc1ccc(C(CCc2ccc(C)o2)NC(=O)Nc2ccc(OC)cc2OC)cc1 (stereo not given) returned Giardia killer 9, KCNH2 3.1 block -5, Coupling enz -3, NPC1 promoter act 7%, ELG1 genotox -4%, Tb PFK inh -12%, Gal4-VP16 FLuc -24%, RORg inh inconclusive, Rab9 prom act 8% and FLuc counter 5%.
`COc1ccc(CCN2C(=NC(=O)CCC(=O)O)SC3CS(=O)(=O)CC32)cc1` (stereo not given) gave Giardia killer -4, KCNH2 3.1 block -15, Coupling enz 0, NPC1 promoter act 2%, ELG1 genotox -5%, Tb PFK inh -1%, Gal4-VP16 FLuc 6%, uPA generation 7%, RORg inh -9%, Rab9 prom act 7% and FLuc counter -2%.
Screening COc1ccc([C@@H]2[C@@H]3C(=O)N(C(C)(C)C)C(=O)[C@@H]3[C@]3(C)C(=O)N(c4ccc(C(F)(F)F)cc4)C(=O)N23)cc1 returned Giardia killer -25, KCNH2 3.1 block -35, Coupling enz -2, NPC1 promoter act 1%, ELG1 genotox 3%, Tb PFK inh 2%, Gal4-VP16 FLuc -24%, uPA generation -2%, RORg inh inconclusive, Rab9 prom act -3% and FLuc counter -18%.
CCc1nnc(NC(=O)[C@@H](NC(=O)c2cccc(S(=O)(=O)N(CC)CC)c2)C(C)C)s1 was read as Giardia killer 4, KCNH2 3.1 block 19, Coupling enz 5, NPC1 promoter act 10%, ELG1 genotox -2%, Tb PFK inh 4%, Gal4-VP16 FLuc inconclusive, RORg inh 0%, Rab9 prom act 18% and FLuc counter 2%.
For COc1ccccc1CC(=O)Nc1ccccc1O the results were Giardia killer -16, KCNH2 3.1 block 7, Coupling enz 1, NPC1 promoter act 1%, ELG1 genotox 2%, Tb PFK inh -10%, Gal4-VP16 FLuc 18%, RORg inh 17%, Rab9 prom act -3% and FLuc counter 4%.
For COc1ccc(OCC(=O)OCC(=O)NCc2ccco2)cc1 the results were Giardia killer -16, KCNH2 3.1 block -5, Coupling enz 0, NPC1 promoter act 13%, ELG1 genotox -4%, Tb PFK inh 5%, Gal4-VP16 FLuc -2%, uPA generation 0%, RORg inh 0%, Rab9 prom act 1% and FLuc counter 1%.
Screening Cc1cccc([N+](=O)[O-])c1NC(=O)CN(Cc1ccccc1)Cc1ccccc1 returned Giardia killer 1, KCNH2 3.1 block -1, Coupling enz 1, NPC1 promoter act -1%, ELG1 genotox -3%, Tb PFK inh 1%, Gal4-VP16 FLuc -19%, uPA generation -3%, RORg inh 50%, Rab9 prom act 0% and FLuc counter 2%.
Screening CCOCCCNC(=O)CCc1ccc(S(=O)(=O)Nc2ccc(C)cc2)cc1 returned Giardia killer 0, KCNH2 3.1 block -9, Coupling enz 6, NPC1 promoter act 0%, ELG1 genotox 1%, Tb PFK inh 2%, Gal4-VP16 FLuc -13%, uPA generation -3%, RORg inh -4%, Rab9 prom act 1% and FLuc counter 0%.
`COCCCNC(=O)C1CCC(=O)N1Cc1ccccc1Cl` (stereo not given) gave Giardia killer -5, KCNH2 3.1 block 3, Coupling enz 1, NPC1 promoter act -1%, ELG1 genotox 0%, Tb PFK inh 1%, Gal4-VP16 FLuc -3%, uPA generation 4%, RORg inh 15%, Rab9 prom act -5% and FLuc counter 3%.
